Pf growth 48h: P. falciparum growth inhibition at 48 hours (one generation) | P. falciparum luciferase growth in erythrocytes, 48 h | 310,000 tested, 5.9% active | Potency, µM (highest dose often 28.7 µM), without a hit: at the top dose activity change, negative = inhibition, actives largely listed as inhibitors
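A one-generation exposure of luciferase-tagged malaria parasites in RPMI 1640/Albumax erythrocyte culture, 37 C and 5% CO2. Inhibition is inferred from decreased luminescence after adding detection reagent.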
Tb PYK inh: blocks Trypanosoma brucei pyruvate kinase; Q57TT1; TbPYK enzyme, Kinase-Glo Plus ATP luminescence, 45 min; 410,000 tested, 0.12% active; AID 624173; Potency, µM (titrated, usually from 76.8 µM), for inactives: at the highest dose activity, negative = inhibition, actives largely listed as inhibitors; further: nearly all actives have a fitted effect of over 50% in size
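T. brucei PYK with substrate was exposed to pin-transferred compounds across a concentration series, then started with 130 uM ADP (final). After 45 min at room temperature, Kinase-Glo Plus luminescence was read, normalized and curve-fitted.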
HCV inh: blocks hepatitis C virus; Huh7.5.1 HCVcc-Cre infection, luciferase reporter, 44 h; Potency, µM (series often up to 41.8 µM), inactives show at the top dose activity change, negative = inhibition, usual class: inhibitors; 340,000 tested, 3.4% active
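Antiviral activity was scored by luciferase reporter output from cells infected with HCVcc-Cre (~0.5 moi) in presence of compound, 44 h infection period, cells seeded 1,000/well 4 h prior.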
LmPK inhibitor: blocks Leishmania mexicana pyruvate kinase activity | Q27686 | purified LmPK, Kinase-Glo ATP luminescence, 1 h | Potency, µM (top dose mostly 57.5 µM), for inactives: at the top dose activity change, negative = inhibition, usual class: inhibitors | 290,000 tested, 0.37% active
Target sequence (Q27686 whole entry, looked up): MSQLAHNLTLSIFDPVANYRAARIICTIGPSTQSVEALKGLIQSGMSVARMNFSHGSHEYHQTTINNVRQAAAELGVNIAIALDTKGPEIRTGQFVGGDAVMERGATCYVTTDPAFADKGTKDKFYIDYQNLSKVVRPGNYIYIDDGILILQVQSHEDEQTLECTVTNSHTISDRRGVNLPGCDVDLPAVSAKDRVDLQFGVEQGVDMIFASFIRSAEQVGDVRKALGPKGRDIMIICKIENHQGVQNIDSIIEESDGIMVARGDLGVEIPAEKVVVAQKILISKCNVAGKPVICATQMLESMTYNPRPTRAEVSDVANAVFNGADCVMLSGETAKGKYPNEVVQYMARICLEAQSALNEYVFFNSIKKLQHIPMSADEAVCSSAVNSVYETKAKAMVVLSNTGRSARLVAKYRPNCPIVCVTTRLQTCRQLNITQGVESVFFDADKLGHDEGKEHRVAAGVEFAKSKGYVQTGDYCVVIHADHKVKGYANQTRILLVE
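qHTS format; LmPK 0.1 nM; substrates PEP 0.5 mM and ADP 0.1 mM. One-hour room-temperature incubation, then coupled luciferase luminescence; 0.5 nM enzyme wells mark activation.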
Sm TGR block: S. mansoni TGR enzyme inhibition; Q962Y6; Potency, µM (highest dose often 114 µM), without a hit: at the top dose activity change, negative = inhibition, actives largely listed as inhibitors; AID 485364; purified TGR, DTNB reduction, TNB absorbance 405 nm; 360,000 tested, 3% active; further: nearly all actives have a fitted effect of over 60% in size
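First, TGR (20 nM dispensed) and NADPH were mixed with compound. Second, a 15 min room-temperature incubation followed. Third, further NADPH and then DTNB were added to start the reaction. Finally, TNB absorbance was monitored kinetically.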
Pf growth 96h: P. falciparum growth inhibition at 96 hour, primary screen for plastid delayed-death inhibitors; P. falciparum luciferase reporter growth, 96 h; Potency, µM (doses to about 28.7 µM), inactives show at the top dose activity change, negative = inhibition, usual class: inhibitors; 320,000 tested, 6.9% active; AID 504834
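Two parasite generations (96 h, 37 C, 5% CO2) of compound exposure in infected erythrocytes (0.05% parasitemia, 2% hematocrit). Luciferase-reporter P. falciparum; decreased luminescence indicates inhibited growth, aimed at apicoplast-acting delayed death.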
* hit, by the source's call; ? = inconclusive; . = no result given; & = joins results of further samples; [ ] = dose if it differs, or a comment. The call rests on the fitted dose curve; in most records, active means well fitted curve in the direction sought with a large enough effect; inconclusive means small, poorly fitted or top-dose-only effect, or another doubt; inactive means no such curve, though single readings can be large; an effect the other way counts as inactive or inconclusive. On the % scale 0 is the no-effect control and ±100 the full control effect; potency means the concentration at half of the fitted maximal effect.

SMILES	Pf growth 48h	Tb PYK inh	HCV inh	LmPK inhibitor	Sm TGR block	Pf growth 96h
Cc1oc(S(=O)(=O)N2CCOCC2)cc1C(=O)Nc1ccc(F)cc1	32%[activator]	3%	-4%	8%	0%	0%
CCOc1ccc(CCNC(=O)Cn2nc(C)n3cccc3c2=O)cc1OCC	-11%	-8%	-10%	-12%	15%	21%
Cc1ccccc1-c1c(C)oc2cc(O)ccc2c1=O	-15%	4%	-4%	3%	9%	-9%
CCOC(=O)N1CCN(C(=O)CCCn2c(=S)[nH]c3ccccc3c2=O)CC1	?	2%	2%	-2%	0%	.
O=C(CN1C(=O)C2CCCCC2C1=O)Nc1cc(C(F)(F)F)ccc1N1CCCC1 (stereo unspecified)	?	-6%	17%	.	-11%	40%[activator]
O=C(COC(=O)c1cccc(S(=O)(=O)N2CCOCC2)c1)NCCc1ccccc1	7%	1%	18%	-5%	-26%	2%
COc1ccc(S(=O)(=O)N2CCN(CC(=O)Nc3cc(Cl)ccc3Cl)CC2)cc1	-9%	3%	-15%	.	-2%	10%
CSc1cccc(N2CC(C(=O)NCCC3=CCCCC3)CC2=O)c1 (stereo unspecified)	-14%	1%	12%	.	-30%	0%
CCOC(=O)C1(Cc2cccc(OC)c2)CCN(Cc2cccc(OC)c2O)CC1	?	4%	?	7%	0%	13µM*
C[n+]1ccn(CC(=O)c2ccc(Cl)cc2)c1	-29%	-8%	13%	3%	-11%	17%
CCOC(=O)Cn1nc(C)c(NC(=O)CCc2ccc(OC)cc2)c1C	0%	-1%	13%	0%	5%	-17%
Brc1ccccc1OCCN1CCOCC1	9%	17%	1%	-2%	-1%	?
COC(=O)NC(=S)Nc1ccc(Oc2ccc(Cl)cc2Cl)c(Cl)c1	?	?	?	-3%	-1%	13µM*
COC(=O)C(C)Sc1nc2c(cnn2-c2ccccc2)c(=O)[nH]1 (stereo unspecified)	.	-11%	-9%	4%	10%	?
Cn1nnc(NC(=O)c2ccc([N+](=O)[O-])cc2Cl)n1	19%	0%	12%	2%	.	?
COC(=O)c1cccc(NC(=O)CSc2nnc(C3CC3)n2C)c1	2%	-7%	-6%	-1%	-1%	18%
CCn1cc(C(=O)N[C@H](C(=O)NC(C)(C)CO)C(C)C)c(=O)c2cc3c(cc21)OCO3	?	-3%	-5%	1%	6%	8.3µM*
CC(=O)C1=C(NC(=O)c2ccc(F)cc2)CC2C1C2(C)C (stereo unspecified)	10%	-2%	-23%	5%	2%	?
O=C(CNS(=O)(=O)c1ccccc1)NCC(=O)OCc1ccc(C(=O)c2ccccc2)cc1	20%	7%	20%	4%	-7%	42%[activator]
COc1ccc(-n2nnnc2SC(C)C(=O)NCC(=O)Nc2ccc(F)c(F)c2F)cc1 (stereo unspecified)	-5%	-9%	?	2%	-9%	0%
CCOc1ccc(S(=O)(=O)N(C)CC(=O)NC2CCCC2)cc1	?	11%	.	4%	4%	-1%
COc1ccc(O)c(C(=O)c2cc(C#N)c(=O)n(CCN3CCOCC3)c2)c1	43%[activator]	-11%	23%	-7%	0%	?
O=C(COc1ncnc2sccc12)Nc1cccc(S(=O)(=O)N2CCOCC2)c1	?	-9%	-27%	.	-1%	-25%
C1CCc2c(nc3nnnn3c2N2CCOCC2)C1	10%	-9%	2%	-4%	0%	10%
NNC(=O)c1cccc(S(=O)(=O)Nc2cccc(C(F)(F)F)c2)c1	132%[activator]	-2%	10%	6%	-7%	73%[activator]
COc1ccc(C(=O)Nc2ccc(N3CCC(C)CC3)cc2)cc1Br	?	-8%	-26%	1%	0%	?
COc1ccc(CC(=O)Nc2nc(C(C)(C)C)cs2)cc1	-7%	-5%	10µM*	3%	18%	-12%
CCN1CCN(c2ncc(C(=O)Nc3cc(Cl)c(OC)cc3OC)c3ccccc23)CC1	-12%	-2%	?	-1%	-13%	?
COc1ccc(CCNC(=O)CN2C(=O)c3ccccc3C2=O)cc1	.	0%	15%	2%	-11%	8%
N#C/C(=C\c1cn(Cc2ccccc2F)c2ccccc12)C(=O)NCc1ccco1	11%	-4%	12%	0%	1%	157%[activator]
CN(C(=O)C1CCOC1)c1nnc(-c2ccccn2)s1 (stereo unspecified)	116%[activator]	0%	-2%	4%	-7%	13µM*
CNC(=S)NNC(=O)c1ccccc1F	9%	-4%	-2%	-2%	2%	21%
CCOC(=O)Cc1c(C)nc2c(-c3ccc(Cl)cc3)c(C)nn2c1C	?	-4%	?	4%	.	4%
CCC(=O)Nc1cccc(NC(=O)CSc2nc3c(c(=O)n(C)c(=O)n3C)n2C)c1	-22%	-4%	1%	-1%	-2%	10%
Cc1ccccc1SCC(=O)NC1CCOC1=O (stereo unspecified)	-6%	5%	10%	5%	-4%	4%
CC(NC(=O)CCCc1ccccc1)c1ccncc1 (stereo unspecified)	-49%	2%	19%	7%	1%	77%[activator]
O=[N+]([O-])c1ccc(C(=Nc2cccc3ccccc23)N2CCOCC2)cc1	?	0%	4%	1%	8%	?
Cc1ccc(N(CC(=O)NCCSCc2ccco2)S(=O)(=O)c2ccc(C)cc2)cc1	?	0%	?	6%	1%	6.6µM*
COc1ccc(C2=NN(c3ccccc3)C(c3cn(CCC(=O)O)nc3-c3ccccc3)C2)cc1 (stereo unspecified)	-11%	0%	6%	5%	-12%	-16%
O=[N+]([O-])c1ccccc1O[C@@H]1O[C@H](CO)[C@H](O)[C@H](O)[C@H]1O	0%	1%	21%	4%	6%	9%
COc1ccc(C(=O)N2CCCCCC2)cc1OC1CCN(C(C)=O)CC1	37%[activator]	8%	.	6%	0%	10µM*
CC(C)NC(=S)NNc1nc2ccccc2s1	-21%	?	-26%	8%	7%	?
CCc1cc(C=NC2CCCCC2)c(O)s1	9%	1%	-24%	3%	-16%	?
CCN1CCN(Cc2cc(=O)oc3cc4c(cc23)CCC4)CC1	.	-16%	?	0%	?	8%
Nc1c(C(=O)CSc2nccn2-c2cccc(F)c2)c(=O)[nH]c(=O)n1C1CC1	?	0%	16%	.	-10%	?

Arranged by SMILES length (largest number first): some entries from above.
SMILES	Pf growth 48h	Tb PYK inh	HCV inh	LmPK inhibitor	Sm TGR block	Pf growth 96h
O=[N+]([O-])c1ccccc1O[C@@H]1O[C@H](CO)[C@H](O)[C@H](O)[C@H]1O	0%	1%	21%	4%	6%	9%
COc1ccc(C2=NN(c3ccccc3)C(c3cn(CCC(=O)O)nc3-c3ccccc3)C2)cc1 (stereo unspecified)	-11%	0%	6%	5%	-12%	-16%
CCC(=O)Nc1cccc(NC(=O)CSc2nc3c(c(=O)n(C)c(=O)n3C)n2C)c1	-22%	-4%	1%	-1%	-2%	10%
Nc1c(C(=O)CSc2nccn2-c2cccc(F)c2)c(=O)[nH]c(=O)n1C1CC1	?	0%	16%	.	-10%	?
Cc1ccc(N(CC(=O)NCCSCc2ccco2)S(=O)(=O)c2ccc(C)cc2)cc1	?	0%	?	6%	1%	6.6µM*
CCOC(=O)Cc1c(C)nc2c(-c3ccc(Cl)cc3)c(C)nn2c1C	?	-4%	?	4%	.	4%
COc1ccc(C(=O)N2CCCCCC2)cc1OC1CCN(C(C)=O)CC1	37%[activator]	8%	.	6%	0%	10µM*
CCN1CCN(Cc2cc(=O)oc3cc4c(cc23)CCC4)CC1	.	-16%	?	0%	?	8%
CN(C(=O)C1CCOC1)c1nnc(-c2ccccn2)s1 (stereo unspecified)	116%[activator]	0%	-2%	4%	-7%	13µM*
CC(NC(=O)CCCc1ccccc1)c1ccncc1 (stereo unspecified)	-49%	2%	19%	7%	1%	77%[activator]
Cc1ccccc1SCC(=O)NC1CCOC1=O (stereo unspecified)	-6%	5%	10%	5%	-4%	4%
CNC(=S)NNC(=O)c1ccccc1F	9%	-4%	-2%	-2%	2%	21%

Carrying on:
SMILES	Pf growth 48h	Tb PYK inh	HCV inh	LmPK inhibitor	Sm TGR block	Pf growth 96h
C=CCNC(=O)NC(=O)CSc1nc2cc([N+](=O)[O-])ccc2n1-c1cccc(C(F)(F)F)c1	?	-25%	-12%	7%	16%	?
COc1ccc(NC(=O)c2oc3cc(C)c(C)cc3c2C)c(OC)c1	6%	-3%	5%&-2%	2%	-1%	28%
Cc1cc(C)c(C(N)=O)c(NCCc2ccccc2)n1	8%	?	6%	-3%	-4%	?
COc1ccccc1N(C)S(=O)(=O)c1ccc(Cl)c(C(=O)Nc2ccncc2)c1	8.3µM*	-2%	?	.	8%	?
Oc1c(-c2cc(-c3ccco3)[nH]n2)ccc2ccccc12	-11%	3%	?	-1%	-10%	10%
Cc1nc2scc(C)n2c(=O)c1S(=O)(=O)NCC1CCN(Cc2ccc(Cl)cc2)CC1	1%	-5%	?	0%	7%	?
Cc1cccc(C(C)(C)C)c1OCCn1ccnc1	?	-15%	-23%	-2%	-5%	40%[activator]
Cc1ccc(OCC(O)CN2CCOCC2)cc1 (stereo unspecified)	18%	2%	5%	11%	0%	-12%
O=C(OCC#CCSc1nnc(-c2ccccc2)o1)c1ccco1	47%[activator]	0%	-13%	-3%	0%	-22%[5.75 µM]
Cc1cc(C)c([C@@H]2C[C@H]3CN(C4CCCC4)C(=O)[C@]34CCCN24)c(-n2cccn2)c1	?	-6%	6%	0%	-10%	?
O=C(CN1C(=O)c2cccc3cccc1c23)NCc1ccc2c(c1)OCO2	.	-7%	-18%	-1%	2%	.
C/C(=N/NC(=O)CNC(=O)COc1ccccc1)c1ccco1	7%	-14%	5%	-3%	-4%	21%
COc1ccc(S(=O)(=O)N2CCCCCC2)cc1C(=O)N(C)CCOc1ccc(Cl)cc1	13µM*	-4%	?	.	3%	?
O=C(COc1ccc(F)cc1)N(Cc1ccco1)C1CCS(=O)(=O)C1 (stereo unspecified)	12%	-10%	7%	3%	-12%	?
CCCN1CCC(=O)N(CCOc2ccccc2)CC1	57%[activator]	-1%	22%	-6%	1%	42%[activator]
COC(=O)C1=C(C)NC(=O)C1(Nc1nccs1)C(F)(F)F (stereo unspecified)	16%	5%	-4%	4%	-18%	.
CCOC(=O)C(Cc1ccccc1)NC(=O)Cn1nnc(-c2ccccc2)n1 (stereo unspecified)	-10%	-3%	21%	2%	-15%	?
C=CCn1c(CSCc2ccc(Cl)cc2)nnc1SCC(=O)NCc1ccccc1	.	5%	11%	6%	-1%	?
Cc1onc(NC(=O)NC(=O)c2ccccc2F)c1Br	30%[activator]	-3%	6%	-7%	-16%	18%
CCOC(=O)c1ccc(NC(=O)c2nn(CC)cc2Br)cc1	-16%	0%	?	-10%	5%	34%[activator]
CC1c2ccsc2CCN1S(=O)(=O)c1cccs1 (stereo unspecified)	9%	-14%	-3%	-1%	14%	1%
COc1ccc(S(=O)(=O)NCC2CCCO2)cc1NC(=O)c1ccccc1F (stereo unspecified)	22%	-8%	-2%	-5%	-1%	-4%
Cc1ccc(N2/C(=N/c3nc(C)cc(C)n3)NC(=O)CC2C(=O)O)cc1 (stereo unspecified)	.	-21%	21%	6%	0%	4%
O=c1c2[nH]c3ccccc3c2ncn1Cc1ccco1	20%	-6%	-28%	-3%	-32%	0%
CC(=O)CC(=O)Nc1ccc2ccccc2c1	64%[activator]	3%	-2%	-3%	-10%	111%[activator]
COc1ccc(-n2c(SCC(=O)Nc3nccs3)nc3sc4c(c3c2=O)CCN(C)C4)cc1	?	4%	-4%	4%	-22%	?
Cc1cc(NC(=O)/C=C/c2cccc(F)c2)n(-c2nc3ccccc3[nH]2)n1	-70%	-4%	?	3%	-6%	0%
O=C(CSc1nc2ccc(Nc3nc(N4CCCC4)nc(N4CCCC4)n3)cc2s1)NCc1ccco1	12µM*	-7%	2%	12%	-16%	?
Cc1noc(C)c1CSCC(=O)Nc1cc(S(=O)(=O)N2CCOCC2)ccc1OCC(F)(F)F	?	2%	-17%	.	-1%	?
